# GLP1R inv ag: acts as inverse agonist at human GLP-1 receptor | 1.6% of 410,000 active | AID 624417 | HEK293 GLP-1R CRE-luciferase, luminescence, 24 h; GLP-1R form is constitutively active | Potency, µM (series often up to 38.3 µM), without a hit: at the top dose activity change, negative = inhibition, actives largely listed as inhibitors | P43220; also: potency is read from the fitted curve at half-maximal effect; % is scaled to controls: 0 for no effect and ±100 for the full control effect; nearly all actives have a fitted effect of over 55% in size
#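 Inverse agonists were sought by their lowering of basal cAMP reporter luciferase output in HEK293 cells stably carrying constitutively active human GLP-1R, after 24 h compound treatment.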
# PLK1 PBD block: inhibitors of human PLK1 polo-box domain binding; 2.8% of 360,000 active; AID 720504; P53350; Potency, µM, inactives show max response, negative = inhibition, actives largely listed as inhibitors; Plk1 PBD binding of FITC phosphopeptide, fluorescence polarization; also: potency is read from the fitted curve at half-maximal effect; series mostly up to about 57 µM; % is scaled to controls: 0 for no effect and ±100 for the full control effect; nearly all actives have a fitted effect of over 65% in size
# WRN inhibitor: blocks human WRN helicase; AID 651768; Q14191; 0.46% of 360,000 active; WRN helicase unwinding, fluorescent forked duplex, kinetic; Potency, µM (highest dose often 114 µM), for the others: at the highest dose activity change, negative = inhibition, usual class: inhibitors; also: potency is read from the fitted curve at half-maximal effect; % is scaled to controls: 0 for no effect and ±100 for the full control effect; nearly all actives have a fitted effect of over 55% in size
#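 WRN at 20 nM final preincubated with compound 15 min at room temperature; reaction started with 100 nM fluorophore/quencher forked duplex oligonucleotide and 2 mM ATP final. Unwinding followed kinetically by red fluorescence (ex 525, em 598 nm).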
# PI5P4K alpha inh: blocks human PI5P4K alpha kinase activity | P48426 | PI5P4Kalpha enzyme, ADP-Glo luminescence, 60 min; hits give low values | max response, % | 1.2% of 330,000 active; active = max response of -50% or lower; inconclusive = between -30% and -50%; inactive = -30% or higher; also: value at the top dose of about 77 µM; % is scaled to controls: 0 for no effect and ±100 for the full control effect
# Target sequence (P48426 whole entry, looked up): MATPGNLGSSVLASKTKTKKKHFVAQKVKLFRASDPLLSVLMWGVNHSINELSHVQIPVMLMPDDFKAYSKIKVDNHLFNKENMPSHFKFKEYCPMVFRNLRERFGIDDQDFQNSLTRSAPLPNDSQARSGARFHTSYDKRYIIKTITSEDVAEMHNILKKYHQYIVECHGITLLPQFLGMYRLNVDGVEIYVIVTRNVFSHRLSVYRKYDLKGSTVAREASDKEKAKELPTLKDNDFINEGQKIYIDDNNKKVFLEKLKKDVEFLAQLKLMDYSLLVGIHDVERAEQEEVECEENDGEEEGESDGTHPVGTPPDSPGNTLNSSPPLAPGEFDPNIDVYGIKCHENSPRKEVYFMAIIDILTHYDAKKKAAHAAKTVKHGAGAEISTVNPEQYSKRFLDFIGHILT
#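 Reactions run in 0.038 M HEPES pH 7.4, 0.28 mM EGTA, 0.1% CHAPS and 5% DMSO, with PI5P4Kalpha, substrate, compound and 5 microM ATP final, one hour at room temperature. Readout is ADP-Glo luminescence.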
# GLP-1R agonist: agonists of human GLP-1 receptor | 0.007% of 380,000 active | P43220 | Potency, µM (titrated, usually from 45.6 µM), without a hit: at the highest dose activation, usual class: activators | AID 624172 | HEK293 GLP-1R CRE-luciferase, luminescence, 4-6 h; cells express a hypersensitive GLP-1R form; also: potency is read from the fitted curve at half-maximal effect; % of control where 0% means no effect
# GLP1R cytotox: cytotoxicity counter-screen for GLP-1 receptor inverse agonists | Potency, µM (highest dose often 38.3 µM), for the others: top-dose activity change, negative = inhibition, usual class: inhibitors | 0.13% of 410,000 active | HEK293 cAMP-luciferase reporter cells, luminescence, 24 h;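 also: loss of luciferase light is scored as toxicity; potency is read from the fitted curve at half-maximal effect; % is scaled to controls: 0 for no effect and ±100 for the full control effect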
#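 Here, cytotoxicity is scored as loss of luminescence. The MLSMR collection was tested on cells seeded in medium containing 10% Nu serum, with a 24 hr compound exposure preceded by 12 hours of culture.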
# IL-2 act: activates IL-2 in a cell-based reporter assay; activation, % (series mostly up to about 46 µM); IL-2 activation reporter assay, cell-based qHTS; stimulated with anti-CD3/CD4/CD28 beads; in transgenic mouse T cells; 0.065% of 360,000 active; in the data active = activation above about 50%; inconclusive = mostly about 30% to 49%; also: 0% is about no effect
#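 Screening format: compound pinned onto unstimulated transgenic mouse T cells, 60 min incubation, then anti-CD3/anti-CD4/anti-CD28 bead stimulation for 18 hours at 37 degrees C, followed by EGFP and DsRed detection.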
# DRD3 agonist: agonists of human D3 dopamine receptor; P35462; D3R DiscoveRx beta-arrestin cells, luminescence, 90 min; max activation, %; 0.58% of 410,000 active; AID 652048; in the data active = max activation above about 30%; also: 0% is about no effect; mostly tested at two doses, the higher about 12 µM
# Target sequence (P35462 whole entry, looked up): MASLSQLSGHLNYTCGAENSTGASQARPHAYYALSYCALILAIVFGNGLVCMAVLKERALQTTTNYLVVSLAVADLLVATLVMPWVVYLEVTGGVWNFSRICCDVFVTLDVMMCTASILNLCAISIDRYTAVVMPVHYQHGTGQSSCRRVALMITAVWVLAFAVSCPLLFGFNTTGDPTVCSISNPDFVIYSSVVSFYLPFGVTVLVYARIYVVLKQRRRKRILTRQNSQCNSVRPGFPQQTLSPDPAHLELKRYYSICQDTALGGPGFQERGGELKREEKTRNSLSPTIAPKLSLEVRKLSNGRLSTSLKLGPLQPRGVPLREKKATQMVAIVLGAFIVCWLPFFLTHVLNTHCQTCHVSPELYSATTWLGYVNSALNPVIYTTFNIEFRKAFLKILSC
#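 Agonist mode: compounds and dopamine controls were applied to plated cells for 90 min at 37 degrees C after an overnight attachment at 1500 cells/well. Luminescent read-out followed 30 - 60 minutes at room temperature with DiscoveRx detection reagent.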
# D3 antag: blocks the human D3 dopamine receptor; max response, negative = inhibition, %; D3R cells, DiscoveRx beta-arrestin luminescence, antagonist mode; hits give low values; P35462; 2.5% of 360,000 active; in the data active = max response below about -50%; inconclusive = no clear call, values can overlap the other calls; also: % is scaled to controls: 0 for no effect and ±100 for the full control effect; mostly tested at two doses, the higher about 12 µM
#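 Cells expressing the human receptor were seeded at 1500 cells/well, incubated overnight at 37 degrees C in 5% CO2, then exposed to library compounds with dopamine controls for 90 minutes at 37 degrees C before luminescent detection.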
# * marks the source's active call; other numbers are inactive results; u = inconclusive; x = not tested or not shown; & = joins results of further samples; [ ] = dose if it differs, or a comment. Unless noted, calls follow the shape of the dose curve; as a rule, active = well fitted curve in the direction sought with a large enough effect; inconclusive = small, poorly fitted or top-dose-only effect, or another doubt; inactive = no such curve, though single readings can be large; an effect the other way counts as inactive or inconclusive.
SMILES,GLP1R inv ag,PLK1 PBD block,WRN inhibitor,PI5P4K alpha inh,GLP-1R agonist,GLP1R cytotox,IL-2 act,DRD3 agonist,D3 antag
CN(C)C(Cc1ccccc1)C(=O)c1c[nH]c2ccccc12 (centres undefined),13µM*,-9%,-9%[57.1 µM],-2,-5%,1%,-2.6,13,-22
Cc1nc2c(=O)n(C)c(=O)nc-2n(C)n1,346%[activator],-14%,-13%[11.6 µM],-8,-27%,2µM*,-7.4,-28,-98*
Oc1ccc(C[C@H]2NCCc3cc(O)c(O)cc32)cc1O,147%[activator],-9%,u,-3,u,u,-0.4,22,-21
COc1cc2c(cc1O)CC1c3c(cc(O)c(OC)c3-2)CCN1C (centres undefined),71%[activator],-6%,-10%[11.6 µM],-26,-2%,1%,-0.1,-10,-14
O=c1[nH]c(=S)n(-c2cccc(Cl)c2)c(O)c1C=NCCN1CCNCC1,-4%,-1%,4%,2,8%,2%,0.4,-5,3
COc1ccc(C[C@@H]2c3cc(O)c(OC)cc3CCN2C)cc1O,-1%,1%,0%,-2,-1%,1%,0.3,-31,-117*
O=C1C(N2CCOCC2)=C(n2nnc3ccccc32)C(=O)c2ccccc21,u,-28%,-1%,-10,-17%,u,-0.1,-16,-24
CCC(CC)c1nnc(NC(=O)CC(C)c2ccccc2)s1 (centres undefined),10µM*,u,0%,-3,-1%,-10%,-2.9,5,21
O=C(Cc1ccccc1)N1CCN(Cc2ccccc2Cl)CC1,u,-4%,-1%,-3,10%,-14%,-0.8,-1,-14
CCOC(=O)c1ccc(N=C(CC)c2c(O)n(C)c(=O)n(C)c2=O)cc1,-31%,-5%,u,3,-1%,-8%,-0.8,-23,-25
O=c1[nH]cc(COCC(F)(F)C(F)(F)C(F)(F)F)c(=O)[nH]1,1%,-8%,-1%,5,6%,-9%,0.5,1,-4
CN1CCN(c2ccc([N+](=O)[O-])c(N3CCCCC3)c2)CC1,u,-4%,-9%,1,5%,u,-0.8,-15,-29
ClC1C(Cl)C(Cl)C(Cl)C(Cl)C1Cl (centres undefined),-1%&13%,-13%&-7%,1%&-5%,-8&6,-3%&3%&2%,1%&7%,-0.4&2.2,-37&-14&-5,-28&-25
COc1cc(C)c(CNCCc2c[nH]c3ccccc23)cc1C,u,-13%,-9%,7,3%,u,5.1,-17,11
O=c1[nH]c(=O)n(C2CCCCC2)c(O)c1/C=C/C=Nc1ccccc1,-5%,48%[activator],-7%,-12,2%,3%,u,0,1
FC(F)(F)c1ccc2c(c1)NP(=S)(N1CCOCC1)c1nccn1-2 (centres undefined),-15%,-4%,-2%,x,-5%,-9%,-0.9,4,7
C/C(O)=C(\C#N)C(=O)Nc1cc(Br)ccc1Br,-20%,-20%,-22%,-26,-4%,-3%,0.8,2,u
CCCCC1C(=O)NC(=S)N(C)C1=O (centres undefined),13%,-12%,-9%,-30,-18%,-1%,-2.4,3,1
Oc1ccc(/C=N/NP(=S)(c2ccccc2)c2ccccc2)c(O)c1O,-10%,11µM*,u,-51*,-12%,-6%,0.2,1,-10
CSCCC(c1nnnn1C1CCCCC1)N1CCC2(CC1)C(=O)NCN2c1ccccc1 (centres undefined),15%,1%,-3%,-3,-5%,-4%,-0.2,-13,0
O=c1[nH]c2ccccc2n1C1CCN(C(c2nnnn2Cc2ccccc2)C2CC2)CC1 (centres undefined),u,-7%,-2%,0,-3%,u,-0.6,-10,u
CCCCn1nnnc1C(CCc1ccccc1)N1CCC(n2c(=O)[nH]c3ccccc32)CC1 (centres undefined),u,7%,-2%,7,-13%,u,-0.2,18,91
CCOC(=O)N(c1ccccc1)P1(=S)OCC(C)O1 (centres undefined),13%,-7%,2%,x,0%,4%,-1.5,9,-16
Cc1ccc(CC2C(=O)N(C)C(=O)N(C)C2=O)s1,8%,27µM*,1%,x,-8%,3%,-1.4,21,-2
CCOC(=O)[C@]12Cc3cc(C)ccc3[C@H]1N(C1CCCCC1)C(=O)c1ccccc12,u,2.7µM*,-3%,-9,-13%,u,-1.0,-5,u
# The results go on:
SMILES,GLP1R inv ag,PLK1 PBD block,WRN inhibitor,PI5P4K alpha inh,GLP-1R agonist,GLP1R cytotox,IL-2 act,DRD3 agonist,D3 antag
CCC(=O)NC1=C(Cl)C(=O)C(NC(=O)CC)=C(Cl)C1=O,u,1.7µM*,u,-81*,-11%,u,1.7,0,-62*
O=S(=O)(O)c1cc(O)c(N=Nc2ccc(O)cc2O)c2ccccc12,24%,u,40µM*,-78*,-2%,u,0.2,17,-21
Cc1cccc(C2=NN(c3ccc(Br)cc3)[C@@H](C(=O)N3CCOC3=O)[C@@H]2c2ccc([N+](=O)[O-])cc2)c1,u,-1%,-7%,19,-1%,-15%,-0.5,2,0
Cc1cccc(N2C(=O)NC(=O)/C(=C\c3cnc(-c4ccccc4)nc3)C2=O)c1,-9%,6µM*,u,-51*,-8%,-7%,1.3,2,-6
CSc1ncc(Cl)c(C(=O)O)n1,2%,-4%,9%,0,0%,-9%,-0.1,4,24
NNCc1ccccc1,-5%,-10%,8%,5,-5%,5%,-0.3,-15,-14
Nc1c(S(=O)(=O)c2cccs2)c2nc3ccccc3nc2n1/N=C/c1cccc(O)c1,u,24µM*,-26%,u,-25%,u,-1.6,8,39
CN(C)[C@@H]1C(=O)C(C(N)=O)=C(O)[C@@]2(O)C(=O)C3=C(O)c4c(O)ccc(Cl)c4[C@@](C)(O)C3C[C@@H]12 (some centres undefined),-25%,-14%,-9%[57.1 µM],u,-1%,-5%,0.0,18,15
COc1ccc(CNCCC(c2ccc(F)cc2)c2ccc(OC)cc2)cc1 (centres undefined),u,2%,-8%,13,8%,u,-2.9,-13,-18
NC1=Nc2ccccc2Oc2ccccc21,-5%,-6%,-3%,x,5%,7%,-0.7,-17,-20
CCCCOC1OCN(C2CCCCC2)CC1(C)C (centres undefined),16%,4%,4%,7,1%,4%,-1.4,-4,0
Nc1c(Cl)cc([N+](=O)[O-])cc1Cl,13%,-8%,-9%,12,5%,1%,3.3,6,9
OC1(c2ccccc2)CCNC2CCCCC21 (centres undefined),u,-5%,3%[57.1 µM],-3,1%,-6%,-0.2,4,10
CCCCn1c(O)c(C(C)=NCCc2c[nH]c3ccccc23)c(=O)[nH]c1=O,u,2%,4%,-16,0%,-8%,0.7,0,-2
CCc1ccc(C(=O)C23CN4CN(CN(C4)C2)C3)cc1,0%,-7%,2%,x,0%,-6%,0.1,-6,-3
CCCCCn1c(N)c(C(=O)NCc2cccs2)c2nc3ccccc3nc21,u,-7%,-4%,x,0%,140%[activator],-1.3,16,12
COc1ccc(N2C(=O)CC(N3CCC(n4c(=O)[nH]c5ccccc54)CC3)C2=O)cc1 (centres undefined),10%,-6%,4%,x,3%,-4%,0.6,2,19
CCc1ccc(OCC(=O)N2CCN(CC(=O)Nc3ccccc3Cl)CC2)cc1,u,-3%,-4%,2,2%,-14%,0.4,5,2
CC12CC(O)C3C(CCC4=CC(=O)CCC43C)C1CCC2=O (centres undefined),8%,-8%,-5%,-2,7%,0%,-0.7,-4,-5
Cn1c(O)c(C=NC2CCN(Cc3ccccc3)CC2)c(=O)n(C)c1=O,3%,5%,-1%,-2,1%,-4%,-3.0,17,11
CC1CC2C(C(O)CC3(C)C(O)CCC23)C2(C)CCC(=O)C=C12 (centres undefined),51%[activator],-12%,7%,2,17%,2%,-0.2,-3,-4
CN(C)CC1CSCCC1(O)c1ccccc1Cl (centres undefined),-20%,-7%,0%,-5,-7%,5%,0.1,-3,-22
COC(=O)C1=C(c2cccc(OC)c2OC)C[C@@H]2CC[C@H]1N2C(=O)N1CCCCC1,4%,4%,6%,0,7%,-35%,-0.2,16,-3
COC(=O)C1=C(c2cccc3c2S(=O)(=O)c2ccccc2-3)C[C@@H]2CC[C@H]1N2C(=O)N1CCOCC1,11%,0%,3%,4,-6%,-12%,-0.6,8,6
O=C1NC(=O)C(=Cc2cccc(OCCOc3ccccc3)c2)C(=O)N1,u,2.7µM*,-23%,-52*,-6%,-4%,-1.6,5,3

# 2 successive records out of the list so far:
SMILES,GLP1R inv ag,PLK1 PBD block,WRN inhibitor,PI5P4K alpha inh,GLP-1R agonist,GLP1R cytotox,IL-2 act,DRD3 agonist,D3 antag
CN(C)C(Cc1ccccc1)C(=O)c1c[nH]c2ccccc12 (centres undefined),13µM*,-9%,-9%[57.1 µM],-2,-5%,1%,-2.6,13,-22
Cc1nc2c(=O)n(C)c(=O)nc-2n(C)n1,346%[activator],-14%,-13%[11.6 µM],-8,-27%,2µM*,-7.4,-28,-98*

# (further entries)
SMILES,GLP1R inv ag,PLK1 PBD block,WRN inhibitor,PI5P4K alpha inh,GLP-1R agonist,GLP1R cytotox,IL-2 act,DRD3 agonist,D3 antag
CC(/C=C(\C)Nc1ccccc1)=Nc1ccccc1,6%,-24%,1%,7,9%,1%,-0.3,-2,-1
NC(Cc1ccccc1)c1nc2ccccc2[nH]1 (centres undefined),13%,-4%,-7%[57.1 µM],-1,-1%,-1%,1.2,-4,0
COc1cc(/C=C2\C(=O)NC(=O)N(CCc3ccc(F)cc3)C2=O)ccc1O,11%,0.75µM*,u,-78*,0%,-8%,-0.3,2,4
COc1cccc(CC(=O)N2CCN(Cc3cccc(Cl)c3)CC2)c1,u,-4%,-24%,-6,13%,-16%,-0.3,-4,7
C[C@H]1CCCC(=O)CCCCCc2cc(O)cc(O)c2C(=O)O1,-2%,-8%,2%,-1,8%,-4%,2.2,8,-15
CCC1CN1P1(=O)OCC(C)([N+](=O)[O-])CO1 (centres undefined),7%,-11%,u,23,7%,76%,-4.2,5,6
CCC(C(=O)Nc1ccc(Cl)cc1)N1CCCC1=O (centres undefined),16%,-12%,-2%,2,2%,2%,0.2,0,-16
CN1[C@H]2CC[C@@H]1C(C(=O)N1CCOCC1)=C(O)C2,18%,-8%,-6%,6,3%,-13%,-3.8,20,1
CC12CCC(=O)C=C1CCC1C2CCC2(C)C1CCC2(O)CC#N (centres undefined),57%[activator],-8%,8%,-1,6%,0%,-0.1,1,6
O=C(Cc1ccccc1)N1CCN(C2CCCCCC2)CC1,-5%,-7%,-6%,1,6%,-4%,0.1,0,-29
O=C(c1ccco1)C12CN3CN(CN(C3)C1)C2,9%,-7%,4%,x,-14%,0%,-1.9,-4,-14

# Screening data from PubChem.

# Not all compounds are listed; rates above refer to the full screens.
